Cav3 T inh – blocks human Cav3.2 T-type calcium channel | O95180 | Cav3.2-expressing cells, Fluo-4 calcium fluorescence FDSS; stronger effect = lower value | B-score at 10 µM | hit rate 4% among 100,000 | AID 449739;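 active = single-dose well whose peak fluorescence ratio is a statistical outlier from its plate by either plate-standardised score or position-corrected B-score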
Target sequence (O95180 whole entry, looked up): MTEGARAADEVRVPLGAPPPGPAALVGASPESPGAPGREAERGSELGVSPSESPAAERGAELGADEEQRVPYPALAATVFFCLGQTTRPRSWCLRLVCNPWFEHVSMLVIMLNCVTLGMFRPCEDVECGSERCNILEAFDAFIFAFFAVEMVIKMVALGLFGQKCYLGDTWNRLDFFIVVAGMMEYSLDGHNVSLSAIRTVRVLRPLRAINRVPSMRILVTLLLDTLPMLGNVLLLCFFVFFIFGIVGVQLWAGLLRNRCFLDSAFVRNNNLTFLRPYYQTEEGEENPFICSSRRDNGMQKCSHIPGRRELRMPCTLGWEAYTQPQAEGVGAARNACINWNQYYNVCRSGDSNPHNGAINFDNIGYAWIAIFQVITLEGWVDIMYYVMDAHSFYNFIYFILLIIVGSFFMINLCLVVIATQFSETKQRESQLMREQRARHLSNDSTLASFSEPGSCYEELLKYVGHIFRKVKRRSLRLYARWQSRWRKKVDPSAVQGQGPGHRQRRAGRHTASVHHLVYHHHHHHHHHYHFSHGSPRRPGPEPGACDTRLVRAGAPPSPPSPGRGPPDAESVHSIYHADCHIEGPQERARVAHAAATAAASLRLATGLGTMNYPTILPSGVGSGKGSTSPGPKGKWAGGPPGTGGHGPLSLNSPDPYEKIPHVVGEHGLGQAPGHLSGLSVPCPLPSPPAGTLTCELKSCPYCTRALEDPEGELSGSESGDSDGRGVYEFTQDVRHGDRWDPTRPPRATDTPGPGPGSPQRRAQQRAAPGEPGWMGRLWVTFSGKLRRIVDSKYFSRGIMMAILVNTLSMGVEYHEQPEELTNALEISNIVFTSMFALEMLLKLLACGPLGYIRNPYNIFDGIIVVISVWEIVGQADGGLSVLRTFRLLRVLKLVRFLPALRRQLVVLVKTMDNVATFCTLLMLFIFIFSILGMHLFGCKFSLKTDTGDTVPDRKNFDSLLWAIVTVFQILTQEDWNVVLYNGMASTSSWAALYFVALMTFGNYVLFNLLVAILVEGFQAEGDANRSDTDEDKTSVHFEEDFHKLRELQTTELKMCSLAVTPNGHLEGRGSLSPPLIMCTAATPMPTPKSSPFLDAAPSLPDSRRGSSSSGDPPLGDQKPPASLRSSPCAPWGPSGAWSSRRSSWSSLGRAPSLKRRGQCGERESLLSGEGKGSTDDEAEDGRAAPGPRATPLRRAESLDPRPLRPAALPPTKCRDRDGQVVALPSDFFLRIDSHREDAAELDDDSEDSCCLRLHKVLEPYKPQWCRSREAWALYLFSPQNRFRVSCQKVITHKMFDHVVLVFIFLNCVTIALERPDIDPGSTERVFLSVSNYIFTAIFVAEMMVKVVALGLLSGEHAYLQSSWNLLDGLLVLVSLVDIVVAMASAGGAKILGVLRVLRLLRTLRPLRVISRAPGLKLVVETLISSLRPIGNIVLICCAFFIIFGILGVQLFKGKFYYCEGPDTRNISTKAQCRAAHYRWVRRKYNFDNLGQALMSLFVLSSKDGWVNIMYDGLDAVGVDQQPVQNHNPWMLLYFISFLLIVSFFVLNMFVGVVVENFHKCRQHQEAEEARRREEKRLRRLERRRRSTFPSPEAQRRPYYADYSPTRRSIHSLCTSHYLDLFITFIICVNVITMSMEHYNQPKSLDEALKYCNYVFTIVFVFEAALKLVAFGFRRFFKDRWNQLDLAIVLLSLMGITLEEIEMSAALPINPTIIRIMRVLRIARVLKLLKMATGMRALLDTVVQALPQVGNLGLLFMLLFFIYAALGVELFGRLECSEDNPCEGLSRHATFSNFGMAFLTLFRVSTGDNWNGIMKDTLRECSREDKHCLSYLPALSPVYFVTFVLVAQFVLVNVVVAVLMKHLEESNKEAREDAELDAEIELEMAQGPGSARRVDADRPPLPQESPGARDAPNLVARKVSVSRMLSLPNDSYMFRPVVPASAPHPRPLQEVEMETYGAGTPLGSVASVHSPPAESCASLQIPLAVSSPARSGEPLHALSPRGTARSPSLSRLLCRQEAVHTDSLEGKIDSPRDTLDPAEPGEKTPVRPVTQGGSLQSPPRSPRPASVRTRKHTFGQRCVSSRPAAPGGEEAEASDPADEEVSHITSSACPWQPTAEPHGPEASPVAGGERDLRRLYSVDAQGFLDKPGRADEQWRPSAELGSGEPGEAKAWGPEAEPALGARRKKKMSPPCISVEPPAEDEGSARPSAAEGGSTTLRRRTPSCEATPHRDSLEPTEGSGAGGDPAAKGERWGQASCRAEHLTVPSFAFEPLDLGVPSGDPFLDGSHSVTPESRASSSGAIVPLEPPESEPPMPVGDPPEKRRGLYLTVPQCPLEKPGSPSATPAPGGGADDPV
The depositor's hits bear a star. These rows are one share of the data; count on the stated rates, not on these rows.

molecule | Cav3 T inh
O=c1c(-c2ccc3c(c2)OCCO3)coc2cc(O)cc(O)c12 | 0.069
Cc1ccc(S(=O)(=O)N2CCC(=O)N(C(CO)C(C)C)CC2)cc1 (stereo not given) | 0.23
COc1ccc(NC(=O)C2CCN(c3cc(-c4ccccc4)nc4ncnn34)CC2)cc1OC | 0.81
Cc1ccc(S(=O)(=O)N2CCN(C(C)C(=O)N3CCCc4ccccc43)CC2)cc1 (stereo not given) | -0.69
CCCOCCOC(=O)c1[nH]c2c(c1C)C(=O)CC(c1cc(OC)ccc1OC)C2 (stereo not given) | -5.3*
Cc1cccc(N2CCN(C(=O)Cc3cn(C)c4ccccc34)CC2)c1C | -4.9
O=C(Nc1ccc2c(c1)OCO2)N1CCN(C(=O)C2CCCO2)CC1 (stereo not given) | -0.081
Cn1c(-c2ccc(F)cc2)cnc1NCc1cccc(F)c1 | -0.12
COc1ccccc1-c1nnc2sc(-c3cnccn3)nn12 | -1.4
COc1cc(C(=O)N2CCC(O)(c3ccccc3)CC2)cc(OC)c1OC | -0.64
COc1cc(C)nc(N2CCCC(C(=O)NC3CCC(C)CC3)C2)n1 (stereo not given) | -0.28
CS(=O)(=O)N(CC(=O)N1CCCC1)c1cc(Cl)c(Cl)cc1Cl | 1.1
Cc1ccc(C)c(N2C(=O)CS/C2=N\NC(=O)c2ccccc2Cl)c1 | 0.28
CCc1ccc(-c2nc(CN3CCC(C(=O)N4CCN(c5ccccc5)CC4)CC3)c(C)o2)cc1 | -4
CS(=O)CCC(NS(=O)(=O)c1ccccc1)C(=O)O (stereo not given) | 0.15
O=C(Nc1ccccc1)c1ccc(Br)o1 | 0.17
N#CC1=C(C2CC2)CC(c2ccccc2)C(C#N)=C1N (stereo not given) | -0.011
COc1ccc(CNc2nc3nc(C)cc(C)n3n2)cc1 | -1.2
CCN(C(=O)COc1ncnc2ccc(Br)cc12)C1CCS(=O)(=O)C1 (stereo not given) | 1.3
N#Cc1nc(COc2ccc(F)cc2)oc1NCCN1CCOCC1 | 0.71
CNc1ccc(Br)cc(C(=O)/C=C/c2cc(OC)ccc2OC)c1=O | 0.044
CN1CCN(C(=O)C2=C[C@@H](c3coc4ccccc4c3=O)C[C@@H](OCCCCO)O2)CC1 | 0.23
NS(=O)(=O)c1ccc(Nc2nc(-c3ccc4ccccc4c3)cs2)cc1 | 0.77
CC(C)Nc1nc(NC(C)C)nc(N(C#N)CCOc2ccc(Cl)cc2Cl)n1 | -5*
Cc1cc(C)nc(N2CCCC(C(=O)NC(C)CCc3ccco3)C2)n1 (stereo not given) | -1.7
O=C(NC1CCCCC1)C(c1ccc(F)cc1)N(C(=O)Cc1ccsc1)c1ccc(F)cc1 (stereo not given) | 0.78
COc1ccc(OC)c(NC(=S)NCc2ccco2)c1 | 0.29
Cc1ccc(CN(C#N)c2nc(C)cc(C)n2)cc1 | -1.2
COc1ccc(C(=O)N[C@H]2COC(C)(C)O[C@H]2c2ccccc2)cc1 | 0.73
c1cc(CSc2nnc(-c3ccc4c(c3)OCO4)o2)ccn1 | -0.0065

Ordered by SMILES length (smallest number first): some entries from above.
molecule | Cav3 T inh
Cc1ccc(CN(C#N)c2nc(C)cc(C)n2)cc1 | -1.2
N#CC1=C(C2CC2)CC(c2ccccc2)C(C#N)=C1N (stereo not given) | -0.011
CNc1ccc(Br)cc(C(=O)/C=C/c2cc(OC)ccc2OC)c1=O | 0.044
Cc1ccc(S(=O)(=O)N2CCC(=O)N(C(CO)C(C)C)CC2)cc1 (stereo not given) | 0.23
Cc1ccc(S(=O)(=O)N2CCN(C(C)C(=O)N3CCCc4ccccc43)CC2)cc1 (stereo not given) | -0.69

(more compounds)
molecule | Cav3 T inh
O=C(Nc1ccccc1N1CCCC1)c1ccc(Br)o1 | -1.9
C#CC[N+](C)(C)C(C#Cc1ccccc1)CC=C (stereo not given) | 0.36
Clc1cccc(CSc2nc3ccncc3[nH]2)c1 | 1.2
O=C(CSc1nc(Nc2ccccc2)nc(N2CCOCC2)n1)N1CCCC1 | 1.4
CC(=O)c1cn(CC(=O)Nc2ccc(C)cc2)c2ccccc12 | 0.21
Cc1ccc(C23CC4CC(CC(C(=O)N5CCOCC5)(C4)C2)C3)cc1 | 0.29
CCc1nc2oc3cc(OC)ccc3c(=O)c2c(=O)n1Cc1ccccc1 | 0.99
CC(C)(C)NC(=O)C(c1ccco1)N(C(=O)Cn1nnc(-c2ccc(F)cc2)n1)c1ccccc1F (stereo not given) | -5*
N#C/C(=N\Nc1ccccc1F)C(=N)N1CCCCC1 | 0.14
O=c1cc[nH]c2c(C(F)(F)F)cccc12 | -0.67
CC(=O)OC1(C(F)(F)F)Oc2ccccc2NC1=O (stereo not given) | -0.033
O=c1c2c3nc4ccccc4nc3n(CC3CCCO3)c2ncn1CCc1ccccc1 (stereo not given) | 1.7
CC1(C)CC(=O)C2=C(C1)N(c1ccc(F)cc1)C(=O)NC2(C(F)(F)F)C(F)(F)F | 0.61
CCN(CC)C(=O)C1CCCN(c2ccc([N+](=O)[O-])cc2/C=N/NC(=O)c2cccc(Br)c2)C1 (stereo not given) | -7.2*
CC(=O)Nc1ccc(S(=O)(=O)N2CCN(Cc3ccncc3)CC2)cc1 | -0.0039
O=C1CC(C(=O)Nc2ccc(C(=O)N3CCOCC3)cc2)C2(CCCCC2)O1 (stereo not given) | 0.89
Cc1ccc(-n2nnnc2-c2cnc(N3CCCC3)nc2C(F)(F)F)cc1 | -4.5*
NS(=O)(=O)c1ccc(CCNC(=O)c2cncc(Br)c2)cc1 | -0.19
CC(=NCCN1CCN(C(=S)Nc2ccccc2)CC1)C1=C(O)CC(C)(C)CC1=O | 0.71
CC(=O)[C@H]1[C@H](C#N)C[C@H]2[C@@H]3CC=C4C[C@@H](O)CC[C@]4(C)[C@H]3CC[C@@]21C | 0.15
CCCNC(=O)C1(CC2CC(c3ccccc3)=NO2)CCN(C(=O)CCCCCBr)CC1 (stereo not given) | 0.38
COc1cc(C)c2c(c1C=O)Oc1c(c(C)c(O)c3c1C(O)OC3=O)OC2=O (stereo not given) | 2.1
CC(CC(=O)NCc1cccnc1)c1ccccc1 (stereo not given) | 1.1
Cc1cccc(N2C(=O)C3C(c4ccccc4)OC4(C(=O)c5ccccc5C4=O)C3C2=O)c1 (stereo not given) | -0.24
COc1ccccc1CN(C(=O)Cc1cccs1)C(C(=O)NC1CCCC1)c1ccncc1 (stereo not given) | -0.39
CC1(C)CC(=O)C2=C(C1)OC1=C(C(=O)CC(C)(C)C1)C2c1ccccc1 | 0.93
CN(Cc1ccccc1)C(=O)CCC(=O)N(C)Cc1ccccc1 | 1.2
Cc1ccccc1CN1CCNC(=O)C1CC(=O)O (stereo not given) | 0.038
CCSc1ncnc2sc3c(c12)CCC3 | -0.5
COC(=O)c1cccc(C(=O)Nc2ccc(F)cc2)n1 | 0.15
Nc1nc2ccc(S(=O)(=O)c3ccc4nc(N)sc4c3)cc2s1 | 1.3
CCN(C)c1ccc(/C=N\n2nnnc2N)cc1 | 0.065
Cc1c(CN(C)C(=O)c2sc3cc(Cl)ccc3c2Cl)cnn1C | 0.14
CCOC(=O)c1[nH]c(=O)[nH]c1CSCCO | 0.072
CN1C(=O)/C(=C2/C=CC=CN2C)OC1=S | 0.24
Cc1nc2ncnn2c(C)c1Cc1c(Cl)cccc1Cl | -0.41
COC(=O)c1sc(S(=O)(=O)NCc2cccs2)c(C(=O)OC)c1C | -2.1
Cc1sc2ncn(CC(=O)NCCc3ccccc3)c(=O)c2c1C | 0.86
Cc1cccc(-c2noc(CN(C(=O)C34CC5CC(CC(C5)C3)C4)C(C)C)n2)c1 | -0.33
Cc1cc(C)nc(SCc2n[nH]c(=S)n2C)n1 | 0.069
CC1(OC(=O)C2CCCC2)C(=O)C=C2C=C(c3ccsc3)N(C3CCCC3)C=C2C1=O (stereo not given) | 1.2
O=C(NCCNS(=O)(=O)c1ccccc1)N1CCOCC1 | 0.4
COC(=O)c1ccc(CN(c2ccc(C)cc2)S(=O)(=O)c2ccc3c(c2)OCCO3)o1 | 0.36
CCCN1C=CC(=C2C(=O)c3ccccc3C2=O)C=C1 | 1.5
O=C(CSc1nc2ccccc2o1)N1CCN(c2ccc(Cl)cc2)CC1 | -0.13
Cc1cccc(-n2c(SCC(=O)N3CCCC3)nc3n[nH]c(C)c3c2=N)c1 | 0.64
Cc1cccc(-n2ncc3c(NCCN4CCOCC4)ncnc32)c1 | 1.5
CCCCn1c(=NC(=O)c2ccco2)c(C(=O)OCC)cc2c(=O)n3ccccc3nc21 | 0.64
COC(=O)/C(C#N)=C1/C=Cc2ccccc2N1C | 0.1
FC(F)Sc1ccc(NC(=S)NC2CCC(NC(=S)Nc3ccc(SC(F)F)cc3)CC2)cc1 (stereo not given) | 0.55
Cc1ccc(CNc2nc3ccccc3s2)s1 | -0.76
CCC1=C[C@H]2CN(C1)Cc1c([nH]c3ccccc13)[C@@](C(=O)OC)(c1cc3c(cc1OC)N(C)[C@H]1[C@@](O)(C(=O)OC)[C@H](OC(C)=O)[C@]4(CC)C=CCN5CC[C@]31[C@@H]54)C2 | -0.66
O=C(CN1CCCc2ccccc21)NCc1ccc2c(c1)OCO2 | -0.16
Cn1cc(S(=O)(=O)CC(=O)Nc2ccc3c(c2)OCO3)c2ccccc21 | 0.037
Cc1ccc(Cn2c(C(C)Nc3nc(-c4ccc(Cl)cc4)cs3)nc3cc(C(=O)NCCCO)ccc32)cc1 (stereo not given) | -0.0065
CN(C)c1ccnc(Oc2ccccc2)c1C#N | 0.1
CCCn1c(SCC(=O)N2CCCC2)nc2c1c(=O)n(C)c(=O)n2C | 0.17
Cc1ccc(S(=O)(=O)N2CCCCC2)cc1C(=O)Nc1ccc(N2CCOCC2)cc1 | 1.4
CCn1c(C)c(/C=N/Nc2nc3ccccc3s2)c2ccccc21 | -0.011
O=C(c1ccc(S(=O)(=O)N2CCOCC2)cc1)N1CCN(c2ccccc2)CC1 | 0.15

Carrying on.
molecule | Cav3 T inh
CC[n+]1c(/C=C/C=C/N(C(C)=O)c2ccccc2)sc2ccccc21 | -4.6*
C=CCn1c(=O)c(C(=O)Nc2ccccc2O)c(O)c2ccccc21 | 0.92
Cc1ccc(C2C(=O)N(C3CCCC3)CC(=O)N2C2CCCCC2)cc1 (stereo not given) | -0.061
c1nc2sc3c(c2c2nnnn12)CCCC3 | -0.33
CCOC(=O)Cn1nc(-c2ccc(C)cc2)ccc1=O | -0.0024
CCCCOC(=O)C1=C(C)Nc2nnnn2C1c1ccccc1Cl (stereo not given) | -0.2
COc1ccc(OC)c(CN(CCCN2CCOCC2)C(=O)Nc2ccccc2)c1 | 0.3
c1cncc(-c2noc(-c3ccco3)n2)c1 | 0.38
CCN(CC)c1ccc(C(=O)Nc2cccc(F)c2)cc1 | -4.3
COc1ccc(-c2oc3ccc(-c4ccc5c(c4)OCO5)cc3c2C#CC2(O)CCCCC2)cc1 | 0.18
Cc1cc(C(=O)Nc2ccc(C(=O)O)cc2)c(-c2ccccc2)o1 | 0.55
Cc1ccc(NC(=O)CSC2=C(C#N)C(c3ccc4c(c3)OCO4)CC(=O)N2)cc1C (stereo not given) | 0.49
CCCn1c(N2CCN(S(=O)(=O)Cc3ccccc3)CC2)nc2ccccc21 | -0.26
NC(=O)c1cc(N2C(=O)C3CC=CCC3C2=O)ccc1N1CCCCC1 (stereo not given) | -0.013
CCCCC1CC(CSC(=N)N)OC1=O (stereo not given) | -0.17
O=C(Nc1ccc(Br)c(Cl)c1)C1CC1 | -1.2
CC(C)CNS(=O)(=O)c1ccc(CCC(=O)NCc2ccco2)cc1 | 0.61
O=C(CCCn1c(=S)[nH]c2ccccc2c1=O)NC1CCCC1 | -0.38
CC(C)c1ccc(-c2cc(C(=O)N3N=C(C(F)F)CC3(O)C(F)F)c3ccccc3n2)cc1 (stereo not given) | -2.2
Cc1ccccc1Cn1nc(C)c(NC(=O)c2cc3nc(-c4ccco4)cc(C(F)(F)F)n3n2)c1C | -2.4
COc1cccc(N2C(=O)C(CC(=O)Nc3ccccc3)N(C3CCCCC3)C2=O)c1 (stereo not given) | 0.24
O=C(NCc1cccnc1)C(=O)NCC1OCCN1S(=O)(=O)c1ccc(Cl)cc1 (stereo not given) | 0.37
COc1ccc(C(=O)NC(CO)c2nnc(SCc3ccc(Cl)c(Cl)c3)n2C)cc1 (stereo not given) | -3.1
Cc1cc(NC(=O)c2cccs2)n(-c2ccccc2)n1 | -0.77
COc1ccc(C(=O)CN2C(=O)C(C)(C)Oc3ccc(C(=O)N4CCCCCC4)cc32)cc1 | -0.13
CNC(=O)c1cc2c(cn1)[nH]c1ccccc12 | 0.55
COc1ccccc1-c1nnc(SCC(=O)N2CC(C)CC(C)C2)o1 (stereo not given) | 0.064
CCOC(=O)c1cc(NC(=O)c2cnccn2)cc(C(=O)OCC)c1 | 0.62
O=C(c1ccccc1Oc1ccccc1)N1CCN(c2ccccc2)CC1 | -3.3
O=C(c1ccco1)N1CCN(c2nc(-c3ccc(F)cc3)cs2)CC1 | -0.99

Reprinted at random: 4 entries already listed
molecule | Cav3 T inh
CCCn1c(N2CCN(S(=O)(=O)Cc3ccccc3)CC2)nc2ccccc21 | -0.26
CC(C)c1ccc(-c2cc(C(=O)N3N=C(C(F)F)CC3(O)C(F)F)c3ccccc3n2)cc1 (stereo not given) | -2.2
O=C(NCc1cccnc1)C(=O)NCC1OCCN1S(=O)(=O)c1ccc(Cl)cc1 (stereo not given) | 0.37
Cc1cc(C(=O)Nc2ccc(C(=O)O)cc2)c(-c2ccccc2)o1 | 0.55

Carrying on.
molecule | Cav3 T inh
CCN(C(=O)c1cc(Cl)ccc1OC)c1ccccc1 | -0.63
O=C1CC(N2CCN(C/C=C/c3ccccc3)CC2)C(=O)N1Cc1cccs1 (stereo not given) | -0.32
Cc1ccc(/C=N/NC(=O)Cn2nc(C)c(Br)c2C)o1 | 0.011
CC1CCCCC1NC(=O)CSc1nnc(COc2ccccc2Cl)o1 (stereo not given) | -0.6
COc1ccc(N2CCN(CCCNC(=O)CN3CCN(Cc4ccccc4C)C3=O)CC2)cc1 | 1.7

Screens from PubChem.
